TexasRed fluor: Total Fluorescence Counterscreen for Inhibitors of the Interaction of Thyroid Hormone Receptor and Steroid Receptor Coregulator 2 | TRb/SRC2 Texas Red total fluorescence interference | Potency, µM (series often up to 106 µM), for the others: at the top dose fluorescence change, negative = quenching | hit rate 0.29% among 280,000; active means well fitted curve in either direction with a large enough effect; inconclusive means small, poorly fitted or top-dose-only effect; further: potency means the concentration at half of the fitted maximal effect; on the % scale 0 is the no-effect control and ±100 the full control effect
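Human TRβ ligand-binding domain (0.6 uM) and Texas Red SRC2 peptide (20 nM) in Tris buffer with 1 uM T3 and 5% DMSO were incubated with pinned compound for 5 hr at ambient temperature. Total fluorescence was computed as S + 2P (555/632 nm).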
Tau fluor cs: Counterscreen qHTS for Inhibitors of Tau Fibril Formation, Fluorescence Polarization; tau K18 P301L (four-repeat tau fragment) Alexa594 fluorescence, heparin fibrillization; Potency, µM (doses to about 57.7 µM), inactives show top-dose activity change, negative = decrease; hit rate 0.93% among 280,000; AID 1463, 2008; further: potency means the concentration at half of the fitted maximal effect; on the % scale 0 is the no-effect control and ±100 the full control effect; nearly all actives have a fitted effect of over 55% in size
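Human K18 P301L tau (15 uM unlabeled plus 0.24 uM Alexa 594-labeled, final) in 100 mM sodium acetate pH 7 was mixed with compound and 20 uM heparin and incubated 6 hr at 37 C.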
aGal spleen mod: qHTS Assay for Inhibitors and Activators of Human alpha-Galactosidase From Spleen Homogenate; Alpha-galactosidase A (Homo sapiens), P06280; human spleen homogenate, 4MU-alpha-Gal fluorescence, 40 min; Potency, µM (highest dose often 80 µM), for the others: at the top dose activity change, negative = inhibition, most hits filed as inhibitors; hit rate 0.008% among 240,000;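 further: potency means the concentration at half of the fitted maximal effect; 0% = enzyme with vehicle and -100% = no enzyme basal signal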
Target sequence (P06280 32-429 limits assumed): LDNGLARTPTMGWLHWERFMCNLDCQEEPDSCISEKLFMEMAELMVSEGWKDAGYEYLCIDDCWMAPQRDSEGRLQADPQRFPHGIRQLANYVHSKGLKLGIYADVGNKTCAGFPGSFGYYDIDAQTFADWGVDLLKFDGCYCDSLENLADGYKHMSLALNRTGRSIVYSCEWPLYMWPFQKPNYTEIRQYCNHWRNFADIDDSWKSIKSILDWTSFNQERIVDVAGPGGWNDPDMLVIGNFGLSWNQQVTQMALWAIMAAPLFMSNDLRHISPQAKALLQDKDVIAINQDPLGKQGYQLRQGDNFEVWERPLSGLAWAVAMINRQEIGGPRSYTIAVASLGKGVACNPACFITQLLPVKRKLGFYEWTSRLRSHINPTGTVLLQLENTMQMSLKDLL
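Inhibition or activation of alpha-galactosidase in human spleen homogenate is scored by 4-MU fluorescence after 40 min at 37C, pH 5.0, with 1 mM substrate. AC50s come from concentration-response fitted to the Hill equation.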
Epigenetic derep: Quantitative High-Throughput Screen for Regulators of Epigenetic Control | murine LDR cells, GFP reporter derepression, 30 h | Potency, µM (top dose mostly 53.9 µM), without a hit: top-dose GFP activation, actives largely listed as activators | hit rate 0.2% among 280,000 | AID 1865, 2009; further: potency means the concentration at half of the fitted maximal effect; % of control where 0% means no effect; nearly all actives have a fitted effect of over 60% in size
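In this reporter-derepression format, murine cells bearing a silenced integrated CMV-GFP locus incubate with test compound (30 h, 37 C), then are washed and imaged; fluorescent objects of 20–120 um count as induced cells.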
TRb SRC2 PPI: qHTS for Inhibitors of the Interaction of Thyroid Hormone Receptor and Steroid Receptor Coregulator 2; Potency, µM (series often up to 106 µM), inactives show at the top dose activity change, negative = inhibition, hits mostly inhibitors; Thyroid hormone receptor beta (Homo sapiens), P10828; TRbeta-SRC2 peptide binding, fluorescence polarization; receptor liganded with 1 µM T3; hit rate 0.065% among 280,000;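 further: potency means the concentration at half of the fitted maximal effect; plate controls were bound peptide for no effect and peptide without receptor for full effect; nearly all actives have a fitted effect of over 50% in size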
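Fluorescence polarization of 20 nM Texas Red SRC2 peptide (20-aa NR interaction domain) bound to 0.6 uM human TRb ligand-binding domain, with 1 uM T3, after 5 hr at ambient temperature; inhibition seen as decreased polarization.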
NPSR antagonist: qHTS Assay for Antagonists of the Neuropeptide S Receptor: cAMP Signal Transduction; Q6W5P4; CHO-NPSR cells, cAMP TR-FRET, antagonist mode; Potency, µM (series often up to 38.3 µM), inactives show top-dose activity change, negative = inhibition, usual class: inhibitors; hit rate 1% among 220,000; AID 1461, 2008; further: potency means the concentration at half of the fitted maximal effect; on the % scale 0 is the no-effect control and ±100 the full control effect; nearly all actives have a fitted effect of over 50% in size; many of its hits are not listed in these tables
CBFb-RUNX1 inh: qHTS Assay for Compounds Blocking the Interaction Between CBF-beta and RUNX1 for the Treatment of Acute Myeloid Leukemia. Runt-related transcription factor 1 (Homo sapiens) + Core-binding factor subunit beta …. AlphaScreen CBFb-His/RUNX1-biotin binding, biochemical. Potency, µM (top dose mostly 59.8 µM), for the others: at the highest dose activity, negative = inhibition, usual class: inhibitors. 230,000 tested, under 10 active. AID 1477, 2009; further: % of control where 0% means no effect
Target sequence (Q01196 whole entry, looked up): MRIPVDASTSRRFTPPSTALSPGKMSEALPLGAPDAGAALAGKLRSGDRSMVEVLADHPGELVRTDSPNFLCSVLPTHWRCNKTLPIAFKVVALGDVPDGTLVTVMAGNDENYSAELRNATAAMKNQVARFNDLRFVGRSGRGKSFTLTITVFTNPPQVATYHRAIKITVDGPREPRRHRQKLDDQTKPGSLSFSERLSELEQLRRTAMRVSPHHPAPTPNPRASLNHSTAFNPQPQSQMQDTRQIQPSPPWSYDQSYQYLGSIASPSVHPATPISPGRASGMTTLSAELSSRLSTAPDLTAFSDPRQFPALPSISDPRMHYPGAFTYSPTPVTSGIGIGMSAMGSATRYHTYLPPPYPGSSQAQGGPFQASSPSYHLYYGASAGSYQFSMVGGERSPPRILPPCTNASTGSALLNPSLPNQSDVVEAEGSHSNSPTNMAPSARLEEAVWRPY
Target sequence (Q13951 whole entry, looked up): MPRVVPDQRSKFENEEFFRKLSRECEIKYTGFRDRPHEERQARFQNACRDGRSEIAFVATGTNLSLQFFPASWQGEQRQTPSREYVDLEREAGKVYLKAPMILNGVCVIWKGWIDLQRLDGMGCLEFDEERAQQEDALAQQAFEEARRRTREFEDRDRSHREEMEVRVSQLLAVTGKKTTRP
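Read-out: AlphaScreen. Format: His-CBF-beta with biotinylated RUNX1 (30 nM each) preincubated 20 min, compound 15 min, Ni-chelate plus streptavidin beads 90 min; room temperature throughout.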
Tau fibril FP: qHTS for Inhibitors of Tau Fibril Formation, Fluorescence Polarization; Microtubule-associated protein tau (Homo sapiens), P10636; K18 P301L tau heparin fibrillization, Alexa594 FP, 6 h; Potency, µM (doses to about 57.7 µM), without a hit: top-dose activity, negative = inhibition, hits mostly inhibitors; hit rate 0.39% among 280,000; AID 1468, 2008; further: potency means the concentration at half of the fitted maximal effect; on the % scale 0 is the no-effect control and ±100 the full control effect; nearly all actives have a fitted effect of over 55% in size
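Compound effects on tau fibrillization are measured by Alexa 594 fluorescence polarization (ex 555, em 632 nm). K18 P301L tau is used at 15 uM with 0.24 uM labeled tracer, and 20 uM heparin induces aggregation over 6 hr at 37 C.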
Active calls of the source: *; ? = inconclusive; · = no result given; [ ] = remark or other dose. Unless noted, the call rests on the fitted dose curve; in most records, active means well fitted curve in the direction sought with a large enough effect; inconclusive means small, poorly fitted or top-dose-only effect, or another doubt; inactive means no such curve, though single readings can be large; an effect the other way counts as inactive or inconclusive. An excerpt; count on the stated rates, not on these rows.

SMILES | TexasRed fluor | Tau fluor cs | aGal spleen mod | Epigenetic derep | TRb SRC2 PPI | NPSR antagonist | CBFb-RUNX1 inh | Tau fibril FP
CCCCC[n+]1ccn(-c2nc3ccccc3nc2[N-]S(=O)(=O)c2ccccc2)c1 | -1% | -5% | ? | 1.0% | -2% | -1% | 1% | -3%
Cc1cc2c(c(=O)o1)C(C(C)C)C(C#N)=C(N)O2 (stereo not given) | -4% | -4% | 6% | -0.9% | 2% | -2%[46.1 µM] | 1% | 4%
CC1(C)CC(=O)C=C(NCc2ccncc2)C1 | 0% | -7% | 2% | -1.1% | -6% | -1%[46.1 µM] | 1% | 5%
CN(Cc1ccccc1)C(=O)c1ccccc1Br | -5% | 7% | -4% | 3.0% | 0% | 4% | 4% | 15%
COCCn1c(C)cc2c(c1=O)C(c1ccccc1F)C(C#N)=C(N)O2 (stereo not given) | 0% | 0% | 0% | -2.2% | -6% | -9%[46.1 µM] | -2% | -8%
O=C1CC(c2ccccc2)CC(O)=C1C=Nc1ccc(Cl)cc1 (stereo not given) | 1% | -7% | 7% | 0.0% | -13% | -25% | 4% | -1%
COc1cccc(Cn2c(SCc3ccc(C(=O)N4CCCCC4)cc3)nc3ccncc32)c1 | -2% | -4% | · | -0.9% | 3% | · | · | 4%
O=C(N/N=C/c1oc(O)c2ccccc12)c1ccccc1 | 0% | 1% | 4% | 1.3% | 4% | -2% | 13% | 2%
Cn1c(=O)c2[nH]c(COc3ccc(C(C)(C)C)cc3)nc2n(C)c1=O | -3% | -13% | -3% | -0.3% | 8% | 1%[7.67 µM] | 7% | -14%
OCCNCCCCOc1ccc(OCc2ccccc2)cc1 | 0% | 6% | -20% | 1.1% | -8% | 18% | 4% | 13%
COc1cccc(C2CC(=O)Nc3c2c(=O)nc2c(C)cccn32)c1 (stereo not given) | 4% | -17% | · | -0.2% | -2% | · | · | -6%
COc1ccccc1NC(=O)CN1CCC(C(=O)c2ccc(F)cc2)CC1 | -2% | -6% | -5% | 3.5% | -2% | -15%[46.1 µM] | -5% | 6%
O=C(N/N=C/c1ccc2nccnc2c1)c1ccccc1O | 0% | -13% | 3% | 7.7% | -7% | 54% | 15% | -6%
COC(=O)C1=C(C(=O)OC)[C@@H]2N(Cc3ccccc3)c3ccccc3[C@@]23C[C@@H](C(=O)OC)N(S(=O)(=O)c2ccc([N+](=O)[O-])cc2)C3=N1 | -2%[11.2 µM] | -7%[11.6 µM] | 2%[17.5 µM] | · | 1%[11.2 µM] | · | -12%[13.1 µM] | ?
COc1ccc(-c2noc(-c3ccccc3C(=O)NCC3CCCO3)n2)cc1 (stereo not given) | 1% | -8% | -3% | -0.2% | -3% | -22% | 8% | -6%
Cc1ccc(/C=N/NC(=O)c2nc3nc(C)cc(C)n3n2)cc1 | -2% | 10% | 3% | 0.0% | 1% | 12% | 2% | -2%
CC(NC(=O)/C(=C\c1ccco1)NC(=O)c1ccccc1Br)C(=O)O (stereo not given) | -1% | -5% | -4% | 0.0% | -11% | 20% | 5% | -1%
CC(Oc1ccc(Cl)cc1Cl)C(=O)Nc1cccnc1 (stereo not given) | -2% | 4% | 5% | -1.2% | 12% | -10%[46.1 µM] | -2% | 3%
CCc1nc(SCC(=O)c2cccs2)c2oc3ccccc3c2n1 | -4% | -25% | 3% | -1.2% | -3% | -21%[46.1 µM] | 19% | -7%
O=c1c2ccccc2nnn1Cc1ccccn1 | 1% | 8% | -4% | 1.1% | -2% | 5%[46.1 µM] | 0% | 7%

Quoted from the listing:
In Tau fibril FP, O=C(N/N=C/c1oc(O)c2ccccc12)c1ccccc1 shows 2%
In Tau fluor cs, COC(=O)C1=C(C(=O)OC)[C@@H]2N(Cc3ccccc3)c3ccccc3[C@@]23C[C@@H](C(=O)OC)N(S(=O)(=O)c2ccc([N+](=O)[O-])cc2)C3=N1 shows -7%[11.6 µM]
In TRb SRC2 PPI, CN(Cc1ccccc1)C(=O)c1ccccc1Br shows 0%

(next part)
SMILES | TexasRed fluor | Tau fluor cs | aGal spleen mod | Epigenetic derep | TRb SRC2 PPI | NPSR antagonist | CBFb-RUNX1 inh | Tau fibril FP
CC(C)Cn1c(=O)c(C(=O)N/N=C/c2cccc(F)c2)c(O)c2ccccc21 | -3% | 0% | 5% | 3.0% | -4% | -49% | -6% | 8%
Cc1cccc2cc(CN(CC3CCCO3)C(=S)Nc3ccccc3)c(=O)[nH]c12 (stereo not given) | 3% | -11% | -5% | 0.0% | -1% | -21% | 6% | 0%
Cc1ccc(NC(=S)NCc2ccc3c(c2)cc(C)n3C)c(C)c1 | 0% | ? | -6% | -8.3% | 1% | -22% | 6% | 7%
C/C(=N/O)c1ccc(Oc2cnccn2)cc1 | -1% | -6% | -3% | 1.5% | -4% | 20% | -6% | -6%
COc1ccc([N+](=O)[O-])cc1N(CC(=O)NC(C(C)C)C(C)C)S(C)(=O)=O | -3% | -10% | 0% | -4.3% | -3% | 8% | 10% | 6%
CCOC(=O)c1[nH]c2c(c1Cc1ccccc1C)C(=O)CC(c1cc(OC)ccc1OC)C2 (stereo not given) | 1% | -13% | · | 3.4% | 1% | · | · | 5%
Cc1cccc(NC(=O)C2CCCN(S(=O)(=O)c3c(C)[nH]c(=O)[nH]c3=O)C2)c1C (stereo not given) | -1% | 1% | · | 2.5% | -4% | · | · | 4%
Cc1ccc(-c2nc(SCC(N)=O)c(C#N)c3c2CCCC3)cc1 | 0% | -16% | 1% | -0.3% | 1% | -31%[46.1 µM] | -2% | -5%
CC(=O)CCC(=O)NCCc1ccccc1F | -1% | 4% | 1% | -1.0% | 5% | -5%[46.1 µM] | -3% | 0%
CCCCN1C(=O)C(NC(=O)c2ccc(C(C)(C)C)cc2)(C(F)(F)F)C(C(=O)OC)=C1C (stereo not given) | -4% | -13% | · | -1.1% | 8% | · | · | -4%
CC1CC(C)CN(C(=O)CSc2nc(Cc3cccs3)nc3ccccc23)C1 (stereo not given) | -6% | -21% | -4% | 3.0% | 0% | -27%[46.1 µM] | 23% | -4%
COc1ccc(-c2nc3c(c(SCC(=O)N4CCOCC4)n2)COC(C)(C)C3)cc1 | 1% | 3% | -3% | ? | 8% | -10%[46.1 µM] | 3% | -2%
CC(C)(C)C(C(=O)O)N1CCS(=O)(=O)CC1 (stereo not given) | -2% | 5% | 1% | -0.5% | -2% | 6% | -7% | 4%
COc1cc(OC)c(C(=O)NCCCn2ccnc2)cc1OC | 0% | -5% | -3% | 1.6% | -5% | 3% | 21% | -3%
Cc1ccccc1OCC(O)Cn1c(NCc2ccco2)nc2c1c(=O)n(C)c(=O)n2C (stereo not given) | 0% | -17% | -9% | -1.5% | -7% | -28%[46.1 µM] | -5% | 6%
CCOC(=O)C1CCN(CCC(=O)Nc2ccccc2OC)CC1 | ? | -10% | · | -0.8% | -1% | · | · | -6%
O=C(CCc1nc2ccccc2[nH]1)N1CCc2ccccc2C1 | -2% | -14% | 7% | -2.3% | -1% | 13% | 0%[2.36 µM] | -4%
O=C(COc1ccccc1)NCc1ccc2c(c1)OCO2 | -1% | 0% | 4% | 0.0% | 4% | 1%[46.1 µM] | -3% | 3%
NCc1ccc(-c2nc3ccccc3o2)cc1 | 1% | -7% | -14% | -1.6% | 4% | -9%[46.1 µM] | 6% | -2%
Cc1ccc(C)c(N2C(=O)N(Cc3cccc(C(F)(F)F)c3)c3ccccc3S2(=O)=O)c1 | -6% | -11% | · | -1.3% | 1% | · | · | -5%

Exported field by field: 4 of the compounds above
smiles: O=C(COc1ccccc1)NCc1ccc2c(c1)OCO2
  TexasRed fluor: -1%; Tau fluor cs: 0%; aGal spleen mod: 4%; Epigenetic derep: 0.0%; TRb SRC2 PPI: 4%; NPSR antagonist: 1%[46.1 µM]; CBFb-RUNX1 inh: -3%; Tau fibril FP: 3%
smiles: CCOC(=O)C1CCN(CCC(=O)Nc2ccccc2OC)CC1
  TexasRed fluor: ?; Tau fluor cs: -10%; aGal spleen mod: ·; Epigenetic derep: -0.8%; TRb SRC2 PPI: -1%; NPSR antagonist: ·; CBFb-RUNX1 inh: ·; Tau fibril FP: -6%
smiles: Cc1ccccc1OCC(O)Cn1c(NCc2ccco2)nc2c1c(=O)n(C)c(=O)n2C (stereo not given)
  TexasRed fluor: 0%; Tau fluor cs: -17%; aGal spleen mod: -9%; Epigenetic derep: -1.5%; TRb SRC2 PPI: -7%; NPSR antagonist: -28%[46.1 µM]; CBFb-RUNX1 inh: -5%; Tau fibril FP: 6%
smiles: CC(=O)CCC(=O)NCCc1ccccc1F
  TexasRed fluor: -1%; Tau fluor cs: 4%; aGal spleen mod: 1%; Epigenetic derep: -1.0%; TRb SRC2 PPI: 5%; NPSR antagonist: -5%[46.1 µM]; CBFb-RUNX1 inh: -3%; Tau fibril FP: 0%

Next part.
SMILES | TexasRed fluor | Tau fluor cs | aGal spleen mod | Epigenetic derep | TRb SRC2 PPI | NPSR antagonist | CBFb-RUNX1 inh | Tau fibril FP
CCN(CC)CCCC(C)NC1=NCCCCC1 (stereo not given) | 8% | -1% | 3% | 0.1% | -6% | 8%[46.1 µM] | -4% | -6%
N#CC1=C(O)C(c2ccccc2)n2c1nc(=O)c1ccccc12 (stereo not given) | -3% | 0% | ? | 0.4% | -9% | 6%[46.1 µM] | -1% | 5%
Cc1cccc(N2CCN(C(=O)c3cc4c(=O)n(C)c5ccccc5c4s3)CC2C)c1 (stereo not given) | 1% | -15% | · | -1.8% | 1% | · | · | -8%
Cc1c(O)c(O)cc2c1oc1c3ccccc3oc(=O)c21 | -7% | ? | 2% | 2.7% | 10% | · | -14% | -4%
CCCC(=O)N(c1ccc2oc(C)c(C(C)=O)c2c1)S(=O)(=O)c1ccc(C)c([N+](=O)[O-])c1 | -1% | -25% | 5% | 7.5% | -6% | -26% | 1% | 2%

From PubChem
